MrgX1 antag – antagonists of human MrgX1 receptor; Q96LB2; MRGX1-HEK293 calcium flux, Fluo-4, BAM8-22 antagonism; hits give low values; B-score at 10 µM; actives 1.3% (n = 310,000); AID 588676;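 active = calcium-response B-score plate-corrected more than 3 library SD below zero, starting fluorescence within 5 deviations, no agonist response on first addition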;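 note: peak minus trough fluorescence over baseline after final BAM8-22 challenge near maximal dose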
Target sequence (Q96LB2 whole entry, looked up): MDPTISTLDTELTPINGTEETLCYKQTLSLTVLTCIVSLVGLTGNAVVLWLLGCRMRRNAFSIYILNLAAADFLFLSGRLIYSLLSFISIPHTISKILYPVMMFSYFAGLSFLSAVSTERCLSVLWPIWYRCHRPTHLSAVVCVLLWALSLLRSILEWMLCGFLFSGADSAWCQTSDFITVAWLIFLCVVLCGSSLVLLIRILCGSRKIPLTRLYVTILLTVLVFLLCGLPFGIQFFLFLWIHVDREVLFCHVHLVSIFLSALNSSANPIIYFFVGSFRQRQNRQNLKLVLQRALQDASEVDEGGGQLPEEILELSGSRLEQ
TRPC4 agonist – opens the mouse TRPC4 cation channel; Q9QUQ5; actives 0.49% (n = 310,000); AID 2237; B-score at 10 µM; HEK293 TRPC4beta/mu-opioid, Fluo4 calcium fluorescence; hits give high values;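 active = B-score above 5 SD of library B-scores, and initial fluorescence ratio not above library mean plus 5 SD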;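 note: positive B-score marks a calcium rise read as TRPC4 activation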
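Technique: kinetic Fluo4 calcium fluorescence; Test system: TRPC4beta and mu-opioid receptor HEK293 stable cells; Measure: B-scored integrated calcium fluorescence ratio; Benchmarks: low control buffer alone, high control maximal DAMGO; Schedule: 45 min room-temperature Fluo4 loading, 110 s read.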
ANO1 block – blocks the mouse calcium-activated chloride channel TMEM16A; Q8BHY3; HEK293 TMEM16A/YFP iodide influx fluorescence, ionomycin; normalized B-score (activity score, 25-100; higher = stronger inhibition) at 10 µM; actives 1.2% (n = 310,000);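 active = ratio plate-corrected score three or more library SD toward inhibition, starting fluorescence score within five deviations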;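 note: score derived from kinetic fluorescence span divided by baseline fluorescence per well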
MrgX1 PAM – human MrgX1 positive allosteric modulation, primary screen; Q96LB2; actives 0.63% (n = 310,000); B-score at 10 µM; AID 588675; MrgX1-HEK293, Fluo-4 calcium flux, FDSS; hits give high values;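 active = plate-corrected calcium response at least 3 library SD above typical, normal starting fluorescence, not activating the receptor alone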;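 note: compound read alongside a low EC10 to EC30 dose of BAM8-22 agonist; peak minus trough fluorescence over baseline measured at the second addition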
TRPC4 potent – allosteric potentiators of mouse TRPC4 channel; B-score at 10 µM; actives 0.42% (n = 310,000); HEK293 TRPC4beta/mu-opioid, DAMGO EC20, Fluo-4 Ca2+ flux; hits give high values;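 active = B-score of calcium response area above 5 SD of library B-scores, with initial fluorescence ratio within 5 SD of library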;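 note: B-score of integrated fluorescence ratio over time as area under calcium response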
TRPC6 activator – activates the mouse TRPC6 cation channel | Q61143 | HEK293-TRPC6 membrane potential dye fluorescence; hits give high values | B-score at 10 µM | actives 0.13% (n = 310,000) | AID 2550;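 active = B-score of the integrated fluorescence ratio above library mean plus 3 SD, and starting fluorescence ratio within library mean plus 5 SD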;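 note: higher score means more depolarization so channel activation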
TMEM16A act – activates or potentiates the mouse TMEM16A chloride channel; actives 0.3% (n = 340,000); B-score at 10 µM; HEK293 TMEM16A/YFP-H148Q/I152L, iodide quench fluorescence; hits give low values; Q8BHY3;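 active = fluorescence-ratio B-score plate-corrected deviation score at least 3 library SD below zero, with starting fluorescence score within 5 deviations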;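 note: channel opened by trigger with iodide after compound preincubation; score built on the fluorescence ratio of max minus min over baseline; more negative score means more quench and so TMEM16A activation or potentiation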
MrgX1 ag – agonists of human MrgX1 receptor | MrgX1-HEK293 cells, Fluo-4 calcium fluorescence, agonist mode; hits give high values | actives 0.44% (n = 310,000) | AID 588627 | Q96LB2 | B-score at 10 µM;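 active = calcium response B-score plate-corrected fluorescence ratio at least 3 library SD, with starting fluorescence B-score inside 5 SD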
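Test system: HEK293 cells stably expressing human MrgX1 receptor; amount: 15,000 cells per well; doses: compound delivered in addition one of three; times: overnight plating before 1 h dye loading; detection: Fluo-4 NW calcium-flux fluorescence, kinetic read; read-out basis: B-scored fluorescence response ratio; controls: positive and negative controls per plate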
RGS4 block – human RGS4 inhibition; P49798; HEK293 M3R/RGS4 inducible, Fluo-4 calcium flux; hits give high values; triggered by carbachol at its EC20; B-score at 10 µM; actives 0.45% (n = 310,000); AID 463165;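 active = B-score, a plate-corrected calcium signal, over three deviations above library mean, with baseline fluorescence within five deviations of library mean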;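 note: RGS4 expression induced by doxycycline in cells with stable M3 receptor; B-score is computed from the integrated fluorescence ratio over baseline after carbachol; higher B-score means a larger calcium signal and so more RGS4 inhibition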
Target sequence (P49798 whole entry, looked up): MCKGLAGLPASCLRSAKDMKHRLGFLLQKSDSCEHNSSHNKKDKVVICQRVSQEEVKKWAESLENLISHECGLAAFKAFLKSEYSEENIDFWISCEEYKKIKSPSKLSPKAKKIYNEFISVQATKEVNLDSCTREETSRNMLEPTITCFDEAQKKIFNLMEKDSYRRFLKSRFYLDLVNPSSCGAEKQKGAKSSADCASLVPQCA
TRPC4 inh – TRPC4 (mouse) channel inhibition; Q9QUQ5; HEK293 TRPC4beta/mu-opioid, DAMGO-evoked Fluo4 calcium flux; hits give low values; B-score at 10 µM; actives 0.39% (n = 300,000); AID 2247;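 active = B-score over 3 SD under the library average, no early fluorescence shift, positive overall ratio signal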
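Assay system: TRPC4beta/mu-opioid receptor HEK293 cell line; compound dosing: single concentration per test compound; detection: Fluo4 Ca2+ flux fluorescence; evaluation: per-well B score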
TRPC6 inhibitor – inhibitors of mouse TRPC6 channel; Q61143; B-score at 10 µM; actives 1.1% (n = 310,000); HEK293-TRPC6, membrane potential dye, ACh-evoked depolarization; hits give low values; AID 2553;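 active = B-score under library mean minus 3 SD, initial fluorescence not abnormally high, positive integrated signal ratio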;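 note: B-score derived from integrated fluorescence ratio over the kinetic read; more negative B-score means stronger inhibition of depolarization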
Active calls of the source: *; i = inactive; / = no result given; ! = a repeat was not active.

A first look, 3 compounds:
SMILES	MrgX1 antag	TRPC4 agonist	ANO1 block	MrgX1 PAM	TRPC4 potent	TRPC6 activator	TMEM16A act	MrgX1 ag	RGS4 block	TRPC4 inh	TRPC6 inhibitor
COc1cccc(/C=N\NC(=O)C2C(=O)NCC2c2ccccc2)c1O (configuration not stated)	i	i	i	i	i	i	i	i	i	i	i
N#Cc1cc(N)ccc1-n1cccc1	i	i	i	i	i	i	i	i	i	i	i
COc1cccc(N2CCN(c3nc(C)cc(C)c3C#N)CC2)c1	i	i	i	i	i	i	i	i	i	i	i

Results, from the start:
SMILES	MrgX1 antag	TRPC4 agonist	ANO1 block	MrgX1 PAM	TRPC4 potent	TRPC6 activator	TMEM16A act	MrgX1 ag	RGS4 block	TRPC4 inh	TRPC6 inhibitor
COc1cccc(/C=N\NC(=O)C2C(=O)NCC2c2ccccc2)c1O (configuration not stated)	i	i	i	i	i	i	i	i	i	i	i
N#Cc1cc(N)ccc1-n1cccc1	i	i	i	i	i	i	i	i	i	i	i
COc1cccc(N2CCN(c3nc(C)cc(C)c3C#N)CC2)c1	i	i	i	i	i	i	i	i	i	i	i
O=C(CNC(=O)N1CC(=O)Nc2ccccc21)Nc1ccccc1F	i	i	i	i	i	i	i	i	i	i	i
COc1ccc(OC)c(S(=O)(=O)N2CCCC(C)C2)c1 (configuration not stated)	i	i	i	i	i	i	i	i	i	i	i
COc1ccc(C2NCCc3cc(OC)c(OC)cc32)cc1OC (configuration not stated)	i	i	i	i	i	i	i	i	i	i	i
Cc1ccc2nc(-c3ccc(NS(=O)(=O)c4ccc(F)cc4)cc3)sc2c1	i	i	i	i	i	i	i	i	i	i	i
C=CCSc1nc2c(sc3nc(C)cc(C)c32)c(=O)[nH]1	i	i	i	i	i	i	i	i	i	i	i
c1ccc(-c2noc(CSc3nnc(Cc4cccs4)n3-c3ccccc3)n2)cc1	i	i	i	i	i	i	i	i	i	i	i
O=C(Nc1cccnc1)C1OCCc2ccccc21 (configuration not stated)	i	i	i	i	i	i	i	i	i	i	i
NC(=O)c1ccc[n+](Cc2ccc(-c3ccccc3)cc2)c1	i	i	i	i	i	i	i	i	i	i	i
CCC(C)NCCOc1ccc(Br)cc1 (configuration not stated)	i	i	i	i	i	i	i	i	i	i	i
NC(N)=NS(=O)(=O)c1ccc(NC(=S)NC(=O)c2sc3ccccc3c2Cl)cc1	i	i	i	i	i	i	i	i	i	i	i
Cc1ccccc1CSc1nnc(-c2cnccn2)n1C	i	i	i	i	i	i	i	i	i	i	i
Cc1ccc(NC(=O)NC(=O)CN2CCN(c3ccc(O)cc3)CC2)c(C)c1	i	i	i	i	i	i	i	i	i	i	i
COc1cccc(CN2CCNC(=O)C2CC(=O)NC2CCCCC2)c1OC (configuration not stated)	i	i	i	i	i	i	i	i	i	i	i
Cc1cc(-c2onc(C)c2C(=O)O)no1	i	i	i	i	i	i	i	i	i	i	i
CCOc1ccc2nc(N3CCCC(C(=O)NCC4CCCO4)C3)sc2c1 (configuration not stated)	i	i	i	6.62*	i	i	i	i	i	i	i
CCn1nc(C)cc1C(=O)N1CCCC(C(=O)c2cccc(OC)c2)C1 (configuration not stated)	i	i	i	i	i	i	i	i	i	i	i
Cc1ccc(NC(=O)CN(C)C(=O)Cn2nnc(-c3ccccc3)n2)cc1	i	i	i	i	i	i	i	i	i	i	i
CCN(CC)S(=O)(=O)c1cc(C(=O)Nc2ccccc2[N+](=O)[O-])ccc1Cl	i	i	i	i	i	i	i	i	i	i	i
O=c1[nH]cc(O)c(=O)[nH]1	i	i	i	i	i	i	i	i	i	i	i
CCOC(=O)c1sc(=S)n(C)c1NC(=O)c1ccc(OC)cc1	i	i	i	i	i	i	i	i	i	i	i
CCCCCCCCCCOC(=O)Cn1c(COc2ccc(OC)cc2)[n+](C)c2ccccc21	-9.13*	i	25*!	i	i	i	i	i	i	i	i
Cc1ccccc1NS(=O)(=O)c1cc(C(=O)N2CCCC2)ccc1C	i	i	i	i	i	i	i	i	i	i	i
CCCCCCSc1ccc([C@H]2N[C@@](Cc3ccccc3)(C(=O)OC)[C@H]3C(=O)N(CC)C(=O)[C@@H]23)cc1	i	i	i	i	i	i	i	i	i	i	i
CC(C)OCCOc1ccc2oc(-c3ccco3)cc(=O)c2c1	i	i	i	i	i	i	i	i	i	i	i
Cc1ccc(S(=O)(=O)N2CCN(Cc3nc4ccccc4n3C)CC2)cc1	i	i	i	i	i	i	i	i	i	i	i
Cc1ccc(-c2nn(-c3ccccc3)cc2C(=O)O)o1	i	i	i	i	i	i	/	i	i	i	i
CCOC(=O)c1cn(-c2ccccc2)nc1-c1ccncc1	i	i	i	i	i	i	i	i	i	i	i
COc1ccc(/C(=C/c2ccc(OC(F)F)c(OC)c2)C(=O)O)cc1OC	-5.76*	i	i	i	i	i	i	i	i	i	i
Cc1cc(NC(=O)CCN2C(=O)/C(=C\c3ccccc3Cl)SC2=S)no1	i	i	i	i	i	i	i	i	i	i	i
Cc1ccc(NS(=O)(=O)c2ccc(OCC(N)=O)cc2)cc1	-9.4*	i	i	i	i	i	i	i	i	i	i
CCOc1ccc(N2C(=O)CC(N(CCc3ccccc3)C(=O)/C=C/C(=O)O)C2=O)cc1 (configuration not stated)	i	i	i	i	i	i	i	i	i	i	i
CC1CCCCC1NC(=O)COC(=O)c1c2c(nc3ccccc13)/C(=C/c1ccco1)CC2 (configuration not stated)	i	i	i	i	i	i	i	i	i	i	i
Cc1ccccc1NC1=NC(=S)N(c2ccccc2)C12CCCCC2	i	i	i	i	i	i	i	i	i	i	i
CCN(Cc1cc2ccccc2[nH]c1=O)C(=O)C1CCCCC1	i	i	i	i	i	i	i	i	i	i	i
COc1ccc(OC)c(C2C(C(=O)Nc3cccnc3)=C(C)NC3=C2C(=O)CCC3)c1 (configuration not stated)	i	i	i	i	i	i	i	i	i	i	i
Cc1nn(C)cc1/C=N/NC(=S)Nc1ccc(Cl)cc1Cl	i	i	i	i	i	i	i	i	i	i	i
C/C(=N\NC(=O)CCC(=O)Nc1ccc(C)c(C)c1)C1CC1	i	i	i	i	i	i	i	i	i	i	i
Cn1cccc1C(=O)NCCc1ccccc1	i	i	i	i	i	i	i	i	i	i	i
O=C(Nc1ccc2oc(-c3cccnc3)nc2c1)c1ccc([N+](=O)[O-])o1	/	i	/	/	i	i	i	/	i	i	i
CCC(C)(C)NC(=O)CN(C(=O)C(=O)Nc1ccc2c(c1)OCCO2)C(C)(C)CC	i	i	i	i	i	i	i	i	i	i	i
CCNC(=S)NNC(=O)c1cc(-c2ccc(OCC)cc2)nc2ccccc12	i	i	i	i	i	i	i	i	i	i	i
Cc1cc(NC(=O)CSc2nc3ccccc3c(=O)n2CCCC(=O)NCc2ccco2)n[nH]1	i	i	i	i	i	i	i	i	i	i	i
c1ccc2c(c1)CC1(CCCC1)n1nnnc1-2	i	i	i	i	i	i	i	i	i	i	i
O=C(N/N=C1\CC(c2ccccc2)Oc2ccccc21)c1cccnc1 (configuration not stated)	i	i	i	i	i	i	i	i	i	i	i
NC(=O)c1ccc(SCC(=O)OCC(=O)NCc2ccco2)c([N+](=O)[O-])c1	i	i	i	i	i	i	i	i	i	i	i
COC(=O)C1=C(C)NC(c2c(O)ccc3ccccc23)C(C(=O)OC)=C1C (configuration not stated)	i	i	i	i	i	i	i	i	i	i	i
CCOC(=O)c1[nH]c2cc3c(cc2c1CCCN1C(=O)c2ccccc2C1=O)OCCO3	i	i	i	i	i	i	i	i	i	i	i
O=C(CCC(=O)Nc1ccccc1)N/N=C/c1ccco1	i	i	i	i	i	i	i	i	i	i	i
COC(=O)c1ccc(NC2CC(=O)N(c3ccccc3C)C2=O)cc1 (configuration not stated)	i	i	i	i	i	i	i	i	i	i	i
Cn1c(=O)[nH]c(=O)c2c1nc1n2CCS1	i	i	i	i	i	i	i	i	i	i	i
CSCCC(NS(=O)(=O)c1ccc(Cl)cc1)C(=O)OCc1cccc(Cl)c1 (configuration not stated)	i	i	i	i	i	i	i	i	i	i	i
COc1ccc2c(=O)c(-c3ccccc3C)c(C)oc2c1	i	i	i	9.33*	i	i	i	i	i	i	i
O=C(c1ccc(-c2ccccc2)cc1)N1CCN(c2ccccn2)CC1	i	i	i	i	i	i	i	i	i	i	i
COc1ccc(Cn2ccnc2SCC(=O)Nc2ccccc2F)cc1	i	i	i	i	i	i	i	i	i	i	i
O=C(O)C1Cc2[nH]cnc2C(c2ccccc2O)N1 (configuration not stated)	i	i	i	i	i	i	i	i	i	i	i
Cc1n[nH]c(C)c1S(=O)(=O)N1CCCC(C(=O)Nc2ccc(Br)cc2)C1 (configuration not stated)	i	i	i	i	i	i	i	i	i	i	i
CCOCCCNC(=O)c1c(C)c(C(=O)OCC)n(C)c1C	i	i	i	i	i	i	i	i	i	i	i

The results go on.
SMILES	MrgX1 antag	TRPC4 agonist	ANO1 block	MrgX1 PAM	TRPC4 potent	TRPC6 activator	TMEM16A act	MrgX1 ag	RGS4 block	TRPC4 inh	TRPC6 inhibitor
COc1cccc(NC2=NCCCCC2)c1	i	i	i	i	i	i	i	i	i	i	i
CC(C)OCCCNC(=O)CN1C(=O)/C(=C/c2ccccc2F)Oc2ccccc21	i	i	i	i	i	i	i	i	i	i	i
Cn1c(CCCCCN)nc2ccccc21	i	i	i	i	i	i	i	i	i	i	i
CN(CC(=O)Nc1ccccc1Cl)C(=O)C1CCN(C(=O)c2ccc(Cl)cc2)CC1	i	i	i	i	i	i	i	i	i	i	i
COC(=O)c1cc(S(=O)(=O)N2CCN(Cc3ccccc3)CC2)cn1C	i	i	i	i	i	i	i	i	i	i	i
COc1ccc(NC(=O)NC2(C(=O)N3CCCCC3)CCCCC2)cc1	i	i	i	i	i	i	i	i	i	i	i
CCCNC(=O)N1CCN(C(=O)NCCC)CC1	i	i	i	i	i	i	i	i	i	i	i
O=Cc1cc(CCC(=O)O)ccc1O	i	i	i	i	i	i	i	i	i	i	i
Cc1ccc(-c2n[nH]c(=S)n2/N=C/C=C/c2ccccc2[N+](=O)[O-])cc1	i	i	i	i	i	i	i	i	i	i	i

Bioassay records: PubChem BioAssay, Johns Hopkins Ion Channel Center
